# Dynein cargo inh: dynein cargo transport inhibition; 0.47% of 220,000 active; 3617.4 mouse cells, GR-EGFP nuclear translocation imaging; test concentration mostly 20 µM; stimulated with dexamethasone, 1 µM; active compounds read low; z-score, hits read low;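 active means plate z-score of nuclear minus cytoplasmic receptor signal below a set negative limit, without overly bright fluorescence or cell loss, cut at about -3.5 in these data, passing the limit was not always enough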;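 further: z-score of nuclear minus cytoplasmic ring GR-EGFP intensity difference per well; some compounds called inactive have numbers as strong as hits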
#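 Buffer or medium: tetracycline-free induction medium containing charcoal-stripped FBS / Reagent: dexamethasone agonist, 1.0 µM final, for 30 min / Technique: automated 10x imaging of fixed Hoechst-stained cells / Times: induction 48 h, compound 1 h, agonist 30 min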
# Ins promoter up: MIN6 insulin promoter up-regulation; MIN6 insulin promoter-GFP reporter, high-content imaging; active compounds read high; z-score at 5 µM; 0.3% of 190,000 active;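 active means z-score above 3 at 5 µM with at least 500 cells counted in the well; inconclusive means wells under 500 cells, flagged as cytotoxic or low count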
# Yfh1-depleted yeast: mitochondrial function rescue without frataxin homolog – Friedreich's ataxia, plus single-dose screen, dose response (AID 1465); S. cerevisiae Yfh1-off respiration, WST-1 reduction, 72 h; higher fold induction means a stronger effect; 0.074% of 220,000 active; fold induction at 50 µM, or EC50 in µM where a hit was titrated;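 active means fold induction of absorbance versus untreated yeast above a set limit, then at least 30% activation at any dose in follow-up; inconclusive means repeats straddling the limit, or above it without dose testing; inactive means fold induction below the set limit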;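 further: activators that raise dye reduction in frataxin-depleted yeast; strong numbers were not always called active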
# HIV peptide binding: cell-free HIV fusion peptide-binding blockers – biochemical, uHTS, fluorescence dequenching, primary screen (AID 1986); cell-free peptide binding, fluorescence dequenching, 30 min; higher % means a stronger effect; one-dose inhibition, % at 20 µM; IC50 in µM for titrated hits; 0.3% of 290,000 active; in the data active means inhibition mostly above about 52%, no sharp cut-off; inactive means mostly below about 76%; further: some results filed as inactive read as strong as hits
# WT yeast gro inh: growth inhibition of WT yeast, mitochondrial fusion screen. mitochondrial fusion phenotypic screen, WT strain. inhibition, % at 10 µM. 2.1% of 190,000 active. AID 1362; in the data active means inhibition above about 58%; tested in S. cerevisiae
# bCat nuc transl: alters nuclear translocation of beta-catenin in HeLa cells | nuclear translocation activity, % at 5 µM | AID 1665 | 0.3% of 190,000 active | immunofluorescence imaging;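 active means nuclear translocation activity above 50% at 5 µM, with a well cell count of 50 or more; inconclusive means wells under 50 cells across six images, flagged as toxic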;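 further: per-cell ratio of nuclear to cytoplasmic median beta-catenin stain intensity; plate controls were DMSO negative control for no effect and GSK-3 inhibitor IX positive control for full effect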
#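 Test system: human HeLa cell line; Doses: 5 µM primary, 0.02–20 µM confirmation; Incubation: 24 h compound exposure, 37°C; Detection: beta-catenin immunofluorescence imaging with DAPI; Read-out: beta-catenin nuclear/cytoplasmic ratio, % activation.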
# AID2073: inhibitors of Mint1-CaV2.2 protein interaction, biochemical, HTRF (AID 2073) | HTRF protein-protein interaction, Mint1-CaV2.2; higher % means a stronger effect | one-dose inhibition, % at 20 µM; IC50 in µM for titrated hits | 0.19% of 290,000 active; in the data active means inhibition mostly above about 51%, no sharp cut-off; inconclusive means no clear call, values can overlap the other calls; inactive means mostly below about 53%; further: some results filed as inactive read as strong as hits
# Autophagy HCS: alters autophagy in cells. MEF GFP-LC3 puncta imaging; test concentration mostly 10 µM. calls only at 10 µM (by protocol). 0.98% of 190,000 active. AID 463193;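 active means percentage of spot-positive cells more than 3 SD above its plate mean, without a fluorescence outlier flag or 80% toxicity; inconclusive means no clear call, values can overlap the other calls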;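 further: spot-positive cell cutoff set from DMSO-treated cells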
# MT stabilize HCS: stabilizes microtubules in HeLa cells. HeLa tubulin immunostaining HCS, 24 h; share of cells brighter than vehicle mean+2SD. % tubulin-high responders, % at 10 µM. 0.83% of 200,000 active. AID 2205;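 active means plate Z-score above 3 for both tubulin-high and condensed-nucleus cell shares, with cell loss under 80%, at 10 µM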;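 further: anti alpha tubulin signal scored within the nucleus-defined area of each cell; some results filed as inactive read as strong as hits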
# WT yeast gro inh mutant strain: further read-out of WT yeast gro inh, marked with its call; inhibition, %; mitochondrial fusion phenotypic screen, mutant strain inhibition
# Dynein cargo inh cytoplasmic EGFP: further read-out of Dynein cargo inh, marked with its call; z-score; measured here: cytoplasmic GR-EGFP intensity; active compounds read high
# Dynein cargo inh nuclear GR-EGFP: further read-out of Dynein cargo inh, marked with its call; z-score; measured here: nuclear GR-EGFP intensity;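 lower value marks the stronger effect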
# Dynein cargo inh cell count: further read-out of Dynein cargo inh, marked with its call; z-score; measured here: cell count per field
# Ins promoter up cell count: further read-out of Ins promoter up, marked with its call; cell count; measured here: cytotoxicity, nuclei count;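 total cells summed across four imaged fields per well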
# bCat nuc transl cell count 5 µM: further read-out of bCat nuc transl, marked with its call; cell count; measured here: cell count, cytotoxicity flag
# MT stabilize HCS Hoechst-high %: also measured in MT stabilize HCS; calls as there; % Hoechst-high responders; measured here: nuclear condensation Hoechst responders;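 share of cells brighter than vehicle mean plus two SD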
# MT stabilize HCS cytotoxicity %: further read-out of MT stabilize HCS, marked with its call; toxicity, %; measured here: cytotoxicity by cell density;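 0% = mean cell density of plate MIN control wells and 100% = no cells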
# Autophagy HCS cell loss 18 h: further read-out of Autophagy HCS, marked with its call; toxicity, %; measured here: cell loss, nuclei count;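 cell loss after 18 h compound exposure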
# * = called active by the depositor; i = inactive; ? = inconclusive; · = not tested or not shown; + = active, no number.
Compound,Dynein cargo inh,Dynein cargo inh cytoplasmic EGFP,Dynein cargo inh nuclear GR-EGFP,Dynein cargo inh cell count,Ins promoter up,Ins promoter up cell count,Yfh1-depleted yeast,HIV peptide binding,WT yeast gro inh,WT yeast gro inh mutant strain,bCat nuc transl,bCat nuc transl cell count 5 µM,AID2073,Autophagy HCS,Autophagy HCS cell loss 18 h,MT stabilize HCS,MT stabilize HCS Hoechst-high %,MT stabilize HCS cytotoxicity %
COc1ccc(C(=O)Nc2ccc(C(=O)OCC(=O)c3ccccc3)cc2)cc1,-0.47,-0.062,0.46,-0.011,-0.39,1574,i,-3.9%,40,22,4.2,1336,26%,i,14,2.0,1.5,6.2
COc1cc(CNc2ccc(C)c(C)c2)cc(OC)c1OC,0.26,-0.15,0.4,-0.21,-0.57,891,i,1.3%,3,22,107*,155*,-5%,i,2,31,8.3,75
CSc1nnc(C(C)(C)C)c(=O)n1/N=C/c1ccccc1,-0.43,-0.26,-0.3,0.34,0.14,1060,i,0.7%,·,·,0.3,1215,-4%,·,·,·,·,·
CC[N+](CC)(CC#Cc1ccccc1)CC#Cc1ccccc1,0.59,-0.23,0.46,-0.45,?,·,i,-2.1%,·,·,0.4,1233,-11%,·,·,·,·,·
CCCOc1ccc(Oc2nc(-c3ccncc3)nc3ccccc23)cc1,0.35,-0.22,0.072,0.18,0.22,1359,i,0.9%,·,·,-2.5,1236,11%,·,·,·,·,·
Cc1cccc(NS(=O)(=O)c2ccc3c(c2)OCCO3)c1,-0.33,-0.17,0.25,0.27,0.18,806,i,-0.4%,-9,-7,-0.9,992,10%,i,3,1.3,1.5,3.1
Cc1cc(N2C(=O)C3C4CCC(C4)C3C2=O)no1 (stereo not drawn),-0.61,-0.26,-0.17,0.24,0.2,1419,i,-0.8%,0,6,-1.9,982,7%,i,-1,3.0,1.6,5.7
CN1CCN(C2=CC3=CC(=C(C#N)C#N)CCC3CC2)CC1 (stereo not drawn),-3.8*,1.7*,-2.7*,0.92*,·,·,>100µM*,147%,-9,6,1.2,1078,-9%,+,-4.2*,5.3,2.2,4.0
O=C(Nc1ccccc1)c1ccc(S(=O)(=O)NCc2ccco2)cc1,-0.077,-0.24,0.043,0.31,-0.14,1244,i,1.3%,0,0,-1.0,1072,-2%,i,2,3.3,2.2,0.1
Cc1ccc(C(=O)N/N=C/C=C/c2ccccc2)cc1,0.4,-0.23,0.75,-0.61,-0.53,1448,i,0.7%,3,-12,0.7,877,5%,i,-10,1.1,0.7,2.2
CCc1ccc(OCC(=O)NC(NC(=S)Nc2ccccc2OC)C(Cl)(Cl)Cl)cc1 (stereo not drawn),0.11,-0.16,0.13,-0.21,-0.46,1541,i,5.2%,-1,8,0.4,1146,0%,i,-2,5.5,2.8,7.5
O=C(O)Cc1ccc(-n2cccc2)cc1,-1.3,-0.13,-0.73,1.4,0.34,975,i,19%,-10,-11,-0.6,1064,26%,i,-1,2.8,2.3,9.6
CCCOc1ccc(NC(=O)CC2C(=O)N(CC)C(=S)N2CCNC(C)=O)cc1 (stereo not drawn),-0.17,-0.31,-0.43,1.1,0,1176,i,1.3%,-13,-16,-0.2,529,-6%,i,-2,3.0,2.5,3.7
O=[N+]([O-])c1ccc(-c2ccn[nH]2)o1,2,-0.29,1.1,-1.1,0.44,1241,i,9.4%,-20,-15,-1.3,570,-9%,i,8,1.4,3.1,7.6
C=CCN(N=Nc1cccc([N+](=O)[O-])c1)c1cccc([N+](=O)[O-])c1,2.4,-0.27,0.98,-0.29,·,·,i,-0.4%,37,39,-0.8,1112,-2%,i,-4,1.5,0.7,4.9

Compound,Dynein cargo inh,Dynein cargo inh cytoplasmic EGFP,Dynein cargo inh nuclear GR-EGFP,Dynein cargo inh cell count,Ins promoter up,Ins promoter up cell count,Yfh1-depleted yeast,HIV peptide binding,WT yeast gro inh,WT yeast gro inh mutant strain,bCat nuc transl,bCat nuc transl cell count 5 µM,AID2073,Autophagy HCS,Autophagy HCS cell loss 18 h,MT stabilize HCS,MT stabilize HCS Hoechst-high %,MT stabilize HCS cytotoxicity %
CC(=O)Nc1ccc(Nc2ccc3c4c(cc(=O)n3C)-c3ccccc3C(=O)c24)cc1,-0.69,-0.23,-0.73,0.34,0.41,1222,i,-1.3%,28,21,0.8,1112,16%,i,-7,1.8,1.4,1.7
CSCCn1c(C(C)(C)C)cc(C(=O)O)c1C,-0.17,-0.056,-0.11,0.42,0.39,1417,i,-1.3%,·,·,2.1,1045,-13%,·,·,·,·,·
O=C(CSc1n[nH]c(=O)[nH]c1=O)c1cccc([N+](=O)[O-])c1,-1.1,-0.19,-0.85,0.13,0.53,1203,i,-1.3%,-2,3,-2.7,1077,-2%,i,-19,4.0,2.6,6.6
COc1ccc(-c2c([C@H]3[C@H]4C=CC[C@@H](C)[C@@H]4C(=O)N3Cc3ccccc3)ccc3ccccc23)cc1OC,0.27,-0.77,0.25,-0.058,-0.23,798,i,-0.5%,·,·,0.9,1086,14%,·,·,·,·,·
CCOc1ccc(CN2C(=O)c3ccccc3C2C(=O)NCC2CCCO2)cc1 (stereo not drawn),1.7,0.097,0.9,-0.81,-0.63,1618,i,-1.4%,1,9,-1.4,1053,2%,i,19,5.0,1.9,8.5
CCOC(=O)/C(C#N)=C1/C=CN(C)C(C)=N1,-0.095,0.2,0.049,0.45,1.2,1302,i,1.1%,5,16,-2.8,810,7%,i,1,4.3,4.9,6.1
CN1CCN(CC(=O)Nc2c(C#N)cnn2-c2ccccc2)CC1,0.35,-0.19,0.18,0.49,0.58,1101,i,0.0%,·,·,1.9,1245,8%,·,·,·,·,·
O=C1N(Cc2cccc(Cl)c2)C[C@@H]2C[C@@H](c3ccsc3)N3CCC[C@@]123,-0.55,-0.31,-0.14,0.82,-0.07,1417,i,2.3%,9,15,1.9,1123,-5%,i,8,3.5,2.3,3.9
CCCOc1ccc(C(NC(=O)CC(C)C)NC(=O)CC(C)C)cc1OC,0.19,0.063,-0.22,0.59,0.09,1309,i,1.9%,5,-20,-1.0,1024,0%,i,-5,2.2,1.7,1.8
Cc1ccccc1Cn1nc(C)c(NC(=O)c2ccccc2)c1C,0.97,-0.31,1.1,-1,0.52,1514,i,0.6%,-2,4,-7.7,1099,-8%,i,10,8.3,1.6,5.7
CN1CCC(=NNc2ccc(S(=O)(=O)N3CCOCC3)cc2[N+](=O)[O-])CC1,-0.57,-0.31,-0.54,1.1,·,·,i,-1.6%,-5,0,0.1,1043,-8%,i,-3,3.9,2.6,4.8
COC(=O)Cn1cc(C(=O)C(F)(F)F)c2ccccc21,-0.077,-0.35,0.076,0.7,-0.49,1432,i,0.1%,-15,3,0.7,1008,16%,i,1,3.4,2.1,9.3
COc1ccccc1OCC(=O)Nc1ccc(S(=O)(=O)Nc2cc(C)nc(C)n2)cc1,1.1,0.0022,1.5,-0.92,·,·,i,-1.2%,15,17,-5.9,1149,-2%,i,9,9.1,1.5,4.9
CCOc1ccc2[nH]c(=O)c(CN(CCCN3CCOCC3)Cc3nnnn3Cc3ccc(OC)cc3)cc2c1,-0.19,-0.3,-0.18,0.38,0.13,1462,i,-0.1%,-19,-13,-0.9,1094,6%,i,-12,2.0,1.9,8.9
COc1ccc(-n2cc(-c3ccc(Cl)cc3)[nH]c2=S)cc1,0.58,-0.25,-0.0082,-0.35,1.4,1384,i,1.3%,·,·,-0.1,1332,-22%,·,·,·,·,·

Compound,Dynein cargo inh,Dynein cargo inh cytoplasmic EGFP,Dynein cargo inh nuclear GR-EGFP,Dynein cargo inh cell count,Ins promoter up,Ins promoter up cell count,Yfh1-depleted yeast,HIV peptide binding,WT yeast gro inh,WT yeast gro inh mutant strain,bCat nuc transl,bCat nuc transl cell count 5 µM,AID2073,Autophagy HCS,Autophagy HCS cell loss 18 h,MT stabilize HCS,MT stabilize HCS Hoechst-high %,MT stabilize HCS cytotoxicity %
Cc1cc(C(=O)N/N=C/c2c(C)n(C)c3ccccc23)n[nH]1,-0.71,-0.3,-0.73,0.88,-0.68,1325,i,0.2%,-2,-11,·,·,-10%,i,-4,2.1,2.8,5.5
Cc1nc(NS(=O)(=O)c2ccccc2)sc1C(C)(C)C,1.4,-0.25,0.38,-0.77,1.1,1268,i,-0.1%,-11,-19,-4.0,518,-12%,i,4,2.8,3.4,6.1
Cc1cc(C(=O)NCc2ccc(S(N)(=O)=O)cc2)ccc1[N+](=O)[O-],2.4,-0.28,1.2,-1.1,0.03,1396,i,0.1%,8,-7,-1.8,964,29%,i,2,4.6,2.5,1.4
COC(=O)c1cc(NC2c3ccccc3C(=O)N2c2cccnc2)cc(C(=O)OC)c1 (stereo not drawn),-1.8,-0.081,-0.75,-0.34,-0.78,1228,i,3.7%,8,-4,-3.6,1268,-3%,·,·,4.9,1.4,5.3
CCCCNC(=O)c1ccc(CS(=O)(=O)c2ccc(OC)cc2)o1,-0.59,-0.25,-0.34,0.62,0.25,924,i,-0.6%,9,2,·,·,0%,i,7,2.0,2.9,5.1
CCn1cnc2c1c(=O)n(CC(=O)Nc1ccc3c(c1)OC(F)(F)O3)c(=O)n2Cc1ccccc1,-0.45,-0.1,0.051,0.79,-0.28,902,i,0.8%,12,1,-5.6,1236,-8%,i,-2,1.7,1.1,7.5
C=CCNCC#CCOc1ccc(OC)cc1,1.9,0.31,1.8,-1.8,-0.87,890,i,2.7%,4,3,·,·,-8%,i,0,1.4,1.7,8.6
O=C(N/N=C/c1ccsc1)C1CC1,-0.41,-0.37,-0.3,1.2,0.66,994,i,-0.2%,-18,13,-0.9,1180,2%,i,-4,2.1,2.5,12
COc1ccc(N=Cc2sc(O)c3ccccc23)cc1,-1.7,3.3,-0.51,-0.67,1.6,1650,i,153%,-1,9,-0.9,1053,9%,i,4,1.9,2.0,3.5
